D1 ag – Allosteric Agonists of the Human D1 Dopamine Receptor: qHTS | activation, % at 2 µM | hit rate 1% among 360,000 | HEK293 T-REx D1 cells, calcium flux, agonist mode | AID 504660, 2011 | D(1A) dopamine receptor (Homo sapiens), P21728; in the data active means activation above about 30%; further: 0% is about no effect
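Agonism was scored from calcium flux recorded over 180 s (1 read/s) after pintool compound addition, following a 10-cycle baseline. Cells were inducible force-coupled HEK293 TREx D1, plated overnight at 30 C and loaded with no-wash calcium dye.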
D2 potentiator – HTS Assay for Positive Allosteric Modulators of the Human D2 Dopamine Receptor: Primary Screen for Potentiators. D(2) dopamine receptor (Homo sapiens), P14416. HEK293 T-REx D2, calcium flux, EC20 dopamine potentiation. potentiation, % at 10 µM. hit rate 0.34% among 340,000. AID 485347, 2010;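 active means potentiation over 3 SD above the plate norm, cut at about 30% in these data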; further: 0% is about no effect
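Tetracycline-induced Hek293 Trex D2 cells, force-coupled to calcium, loaded with no-wash calcium dye. Compound added with 180 s kinetic read for agonism, then EC20 dopamine and a further 180 s read for potentiation.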
Glioma ERSR ind – qHTS for Inducers of the Endoplasmic Reticulum Stress Response (ERSR) in Human Glioma: qHTS; U87-MG GRP78 promoter luciferase reporter, 16 h; Potency, µM, for inactives: at the top dose activation, hits mostly activators; hit rate 0.02% among 420,000; further: potency means the concentration at half of the fitted maximal effect; series mostly up to about 76 µM; % of control where 0% means no effect; nearly all actives have a fitted effect of over 35% in size
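Stably transfected U87-MG human glioma cells carrying a GRP78-based luminescent sensor were seeded at 1000 cells/well, pin-dosed with compounds and incubated 16 h. Luciferase reagent was then added, and end-point luminescence was read after 10 min at room temperature.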
RXFP1 agonist – qHTS Assay for Agonists of the Relaxin Receptor RXFP1; hit rate 0.3% among 370,000; Relaxin receptor 1 (Homo sapiens), Q9HBX9; Potency, µM (series often up to 57.5 µM), without a hit: at the highest dose activation, hits mostly activators; HEK293T-RXFP1 cAMP TR-FRET, 30 min; response scale: percent of porcine relaxin response, buffer zero; further: potency means the concentration at half of the fitted maximal effect; on the % scale 0 is the no-effect control and ±100 the full control effect; nearly all actives have a fitted effect of over 60% in size; many of its hits are not listed in these tables
Target sequence (Q9HBX9 whole entry, looked up): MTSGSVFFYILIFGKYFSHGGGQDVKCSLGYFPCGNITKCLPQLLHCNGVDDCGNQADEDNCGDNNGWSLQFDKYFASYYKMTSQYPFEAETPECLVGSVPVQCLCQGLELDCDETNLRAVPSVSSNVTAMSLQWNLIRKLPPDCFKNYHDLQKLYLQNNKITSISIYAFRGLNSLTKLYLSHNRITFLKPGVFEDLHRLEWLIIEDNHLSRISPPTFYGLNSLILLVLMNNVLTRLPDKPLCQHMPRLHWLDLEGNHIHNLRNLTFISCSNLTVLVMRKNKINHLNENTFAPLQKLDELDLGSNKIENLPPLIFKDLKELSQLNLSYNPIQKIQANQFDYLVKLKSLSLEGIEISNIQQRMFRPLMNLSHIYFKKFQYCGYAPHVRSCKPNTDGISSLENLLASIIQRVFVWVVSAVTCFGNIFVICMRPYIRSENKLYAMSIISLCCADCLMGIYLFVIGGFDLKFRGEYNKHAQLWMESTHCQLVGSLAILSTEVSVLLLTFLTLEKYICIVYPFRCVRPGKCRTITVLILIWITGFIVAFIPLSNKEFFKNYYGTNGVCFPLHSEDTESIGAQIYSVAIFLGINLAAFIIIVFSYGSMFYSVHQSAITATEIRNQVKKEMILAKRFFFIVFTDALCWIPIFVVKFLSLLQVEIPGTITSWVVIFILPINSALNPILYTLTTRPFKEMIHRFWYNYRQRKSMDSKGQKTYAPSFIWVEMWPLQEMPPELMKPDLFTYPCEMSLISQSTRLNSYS
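cAMP rise read by TR-FRET after 30 min, 37C compound exposure (up to 58 uM) in RXFP1-transfected HEK293 cells with Ro 20174 present. EC50 from Hill-equation fits, with 29 nM porcine relaxin as 100% and buffer as basal.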
Vif-A3G inh – qHTS for Inhibitors of Vif-A3G Interactions: qHTS; HeLa A3G-eYFP + Vif (tagged APOBEC3G with the HIV-1 protein that degrades it), YFP fluorescence, overnight; DNA dC->dU-editing enzyme APOBEC-3G (Homo sapiens), Q9HC16; AID 602310, 2012; hit rate 0.076% among 410,000; Potency, µM (series often up to 46.1 µM), inactives show at the top dose activity, negative = active, most hits filed as inhibitors;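 further: potency means the concentration at half of the fitted maximal effect; on the % scale 0 is the no-effect control and ±100 the full control effect; nearly all actives have a fitted effect of over 60% in size; hits raise eYFP signal because A3G escapes Vif-driven loss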
Target sequence (Q9HC16 whole entry, looked up): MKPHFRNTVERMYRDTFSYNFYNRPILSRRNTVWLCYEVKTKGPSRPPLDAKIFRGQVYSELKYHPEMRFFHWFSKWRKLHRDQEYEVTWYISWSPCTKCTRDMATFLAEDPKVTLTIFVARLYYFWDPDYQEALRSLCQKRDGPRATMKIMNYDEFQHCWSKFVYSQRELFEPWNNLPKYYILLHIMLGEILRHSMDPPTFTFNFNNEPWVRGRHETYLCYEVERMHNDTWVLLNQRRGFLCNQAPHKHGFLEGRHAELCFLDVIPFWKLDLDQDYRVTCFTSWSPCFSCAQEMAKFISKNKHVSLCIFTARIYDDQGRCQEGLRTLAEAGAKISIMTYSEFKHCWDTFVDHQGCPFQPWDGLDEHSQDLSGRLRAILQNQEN
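HeLa cells stably expressing Vif and C-terminally eYFP-tagged A3G, seeded overnight at 37 deg C, then exposed to compound by pintool overnight at 37 deg C. Rise in yellow fluorescence (Ex 488/Em 500-530, Acumen) marks blocked Vif-driven A3G degradation.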
RXFP1 antagonist – qHTS Assay for Antagonists of the Relaxin Receptor RXFP1. activity change, negative = inhibition, % at 57.5 µM. HEK293-RXFP1, relaxin-stimulated cAMP HTRF, 30 min; stronger effect = lower value. hit rate 0.59% among 350,000;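 active means activity change of -60% or lower, but not beyond a set lower limit; inconclusive means change between -60% and -40%, or beyond the set limit; inactive means change above -40%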; further: on the % scale 0 is the no-effect control and ±100 the full control effect
D1 antagonist – Antagonist of Human D 1 Dopamine Receptor: qHTS | HEK293 TREx D1 cells, calcium flux, dopamine EC80; stronger effect = lower value | activity change, negative = inhibition, % at 10 µM | hit rate 3.2% among 360,000 | D(1A) dopamine receptor (Homo sapiens), P21728; in the data active means activity change below about -30%; further: on the % scale 0 is the no-effect control and ±100 the full control effect
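Tetracycline-induced HEK293 Trex D1 cells, force-coupled to calcium, dye-loaded; compounds added and read 180 s, then EC80 dopamine added and calcium flux tracked kinetically another 180 s.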
Vif-APOBEC3F blk – qHTS for Inhibitors of Vif-A3F Interactions: qHTS; AID 602313, 2012; Potency, µM (doses to about 46.1 µM), inactives show at the highest dose activity, negative = active; HeLa A3F-eYFP + Vif (tagged APOBEC3F with the HIV-1 protein that degrades it), YFP fluorescence increase; hit rate 0.2% among 390,000; further: potency means the concentration at half of the fitted maximal effect; % of control where 0% means no effect; nearly all actives have a fitted effect of over 65% in size
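Fluorescence increase (Ex 488/Em 500-530) after overnight compound treatment at 37 deg C flags inhibition of Vif-driven A3F-eYFP loss in stable HeLa A3F-eYFP/Vif cells seeded overnight beforehand.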
D1 potentiator – Potentiators of Human D1 Dopamine Receptor: qHTS; D(1A) dopamine receptor (Homo sapiens), P21728; HEK293 TREx D1 cells, calcium flux, dopamine EC20 potentiation; potentiation, % at 10 µM; hit rate 0.036% among 360,000; AID 504651, 2011; in the data active means potentiation above about 30%; further: 0% is about no effect
An asterisk follows results filed as active; ? = inconclusive; · = no result given; & = joins results of further samples. Unless noted, the call rests on the fitted dose curve; in most records, active means well fitted curve in the direction sought with a large enough effect; inconclusive means small, poorly fitted or top-dose-only effect, or another doubt; inactive means no such curve, though single readings can be large; an effect the other way counts as inactive or inconclusive. A portion of the library; rates above refer to the full screens.

cpd	structure	D1 ag	D2 potentiator	Glioma ERSR ind	RXFP1 agonist	Vif-A3G inh
1	COc1cc(NS(=O)(=O)c2ccc(NC(=O)c3ccc(Cl)cc3Cl)cc2)nc(OC)n1	-2	3	18%	-1.5%	-6%
2	COc1ccc(COc2cc(-c3cccc(OC)c3)nc3ccc(NC(=O)c4ccc(OC)cc4)cc23)cc1	4	-4	1%&-2%	7.0%	?
3	COc1ccc(C2C=C(c3cccs3)Nc3nc(CCCO)nn32)cc1 (centres undefined)	64*	22	·	?	·
4	CCN(CC)CCSc1nc2ccccc2c(=S)n1-c1ccccc1	5	·	-4%	0.9%	1%
5	CCCn1c2ccccc2c2cnn(CC(=O)N3CCC(C)CC3)c(=O)c21	-1	1	-1%	4.7%	5%
6	COc1ccccc1C(=O)Nc1cccc(C(=O)OCc2cc(=O)n3cc(C)sc3n2)c1	0	1	0%	7.0%	-2%
7	COC(=O)c1ccc(/C=N/NC(=O)C(=O)NCc2ccccc2)cc1	-1	14	1%	-0.7%	3%
8	COc1ccc(NC(=O)CN2CCN(C(=O)C3CCCO3)CC2)c(OC)c1 (centres undefined)	50*	7	-1%	0.5%	2%

cpd	RXFP1 antagonist	D1 antagonist	Vif-APOBEC3F blk	D1 potentiator
1	-20	6	3%	0
2	·	-5	-10%	-1
3	·	8	·	7
4	-36	-1	-1%	0
5	1	10	1%	5
6	1	-31*	-6%	1
7	3	17	-8%	-4
8	0	4	6%	3

More compounds:
cpd	structure	D1 ag	D2 potentiator	Glioma ERSR ind	RXFP1 agonist	Vif-A3G inh
9	C/C(=N\O)c1ccc(N2C(=O)C3CC=C(Cl)CC3C2=O)cc1 (centres undefined)	1	13	6%	11%	-3%
10	CC(=O)c1ccc(OCc2cc([N+](=O)[O-])cc3c2OCOC3)cc1	2	-3	-3%	-0.8%	2%
11	CC(=O)c1ccc(N2CCN(S(=O)(=O)c3cc(-c4noc(C)n4)ccc3C)CC2)cc1	2	8	-5%	0.0%	5%
12	CCOC(=O)c1nccnc1C(=O)Nc1ccc(C(F)(F)F)cc1	-1	-3	0%	0.1%	-4%
13	O=C(O)CNC(=O)/C=C/c1ccc(Cl)cc1Cl	-1	-4	-6%	-2.7%	0%
14	CC(=O)c1sc(NC(=O)CS(=O)(=O)c2ccccc2)nc1C	4	0	-1%	2.9%	-2%
15	Cc1cccc(/C=N/NC(=O)c2cc(Br)ccc2OCc2ccccc2)n1	2	9	-10%	-0.2%	?
16	CC(Sc1nnc(-c2cccnc2)n1-c1ccccc1F)C(=O)N1CCCc2ccccc21 (centres undefined)	3	-2	·	-0.5%	·

cpd	RXFP1 antagonist	D1 antagonist	Vif-APOBEC3F blk	D1 potentiator
9	21	13	-7%	8
10	0	·	-5%	-6
11	-2	8	-5%	-4
12	6	-2	1%	3
13	-2	21	0%	1
14	-4	-12	-1%	-3
15	-20	-12	0%	-7
16	·	1	·	2

Structural class, those above with two or more sulfur atoms.
cpd	structure	D1 ag	D2 potentiator	Glioma ERSR ind	RXFP1 agonist	Vif-A3G inh
4	CCN(CC)CCSc1nc2ccccc2c(=S)n1-c1ccccc1	5	·	-4%	0.9%	1%
14	CC(=O)c1sc(NC(=O)CS(=O)(=O)c2ccccc2)nc1C	4	0	-1%	2.9%	-2%

cpd	RXFP1 antagonist	D1 antagonist	Vif-APOBEC3F blk	D1 potentiator
4	-36	-1	-1%	0
14	-4	-12	-1%	-3

(list continues)
cpd	structure	D1 ag	D2 potentiator	Glioma ERSR ind	RXFP1 agonist	Vif-A3G inh
17	CC1(C)Cc2cccc(C(=O)Nc3ccc(Cl)cc3)c2O1	4	2	-4%	1.3%	-1%
18	Cc1onc(-c2ccccc2)c1C(=O)NCCc1ccncc1	4	3	0%	4.5%	3%
19	CCN(CC)CC(=O)N(CC(=O)Nc1c(C)cc(C)cc1C)C1CCCCC1	6	14	-4%	-1.0%	2%
20	CCOC(=O)c1ccccc1NC(=O)c1nn(-c2ccc(OC)c(Cl)c2)c(=O)c2c1c1ccccc1n2C	4	0	-3%	19%	3%
21	Cc1ccc(C2=CSC3=NCCN23)c(C)c1	3	-7	-3%	0.7%	2%
22	COc1ccc(C2=NN(C(C)=O)CC2c2cccc([N+](=O)[O-])c2)cc1 (centres undefined)	2	-19	-4%	0.0%	3%
23	Cc1cc(NCC2CCCO2)n2c(nc3ccccc32)c1C#N (centres undefined)	1	-11	-4%	10%	2%
24	CC1(C)c2ccccc2N2CCC(=O)NC21/C=C/c1ccco1 (centres undefined)	-1	7	-6%	1.3%	-5%

cpd	RXFP1 antagonist	D1 antagonist	Vif-APOBEC3F blk	D1 potentiator
17	-7	-34*	5%	-4
18	0	-2	-22%	-2
19	4	-10	-5%	3
20	-6	6	-2%	-1
21	-11	11	0%	0
22	2	-2	6%	-7
23	10	1	-7%	-7
24	-15	2	-8%	-3

Other entries follow.
cpd	structure	D1 ag	D2 potentiator	Glioma ERSR ind	RXFP1 agonist	Vif-A3G inh
25	CCc1nc2sc3c(N4CCCCC4)ncnc3c2c2c1CCCC2	3	0	0%	4.9%	3%
26	CCCCN(C(=O)C1CSC2(C)CCC(=O)N12)c1c(N)n(Cc2ccccc2)c(=O)[nH]c1=O (centres undefined)	1	5	-7%	1.1%	1%
27	COC(=O)C1=CO[C@@H](O)C2C(CO)=CCC12 (some centres undefined)	-1	12	-2%	-0.5%	11%
28	CCN=C1S/C(=C\c2cn(CC)c3ccccc23)C(=O)N1CC	1	-4	4%	1.9%	-20%
29	COc1ccc(CCn2c(C)cc(C(=O)CSc3nc(N)cc(=O)[nH]3)c2C)cc1	1	9	0%	-0.9%	0%
30	Cc1ccc(NC(=O)C2CCN(S(=O)(=O)c3ccc4c(c3)OCCO4)CC2)c(O)c1	0	-4	5%	2.4%	2%
31	CN1CCN(C(=O)CN(c2cccc(Br)c2)S(=O)(=O)c2ccccc2)CC1	2	6	0%	-1.2%	2%
32	Cc1cc(NC(=O)CSc2nnc(-c3cccc(F)c3)n2N)no1	0	-2	-5%	2.3%	-1%

cpd	RXFP1 antagonist	D1 antagonist	Vif-APOBEC3F blk	D1 potentiator
25	-1	8	1%	-2
26	-5	4	2%	-3
27	·	-18	?	-3
28	-23	-10	-10%	-2
29	-6	7	1%	-5
30	3	-1	-5%	-6
31	1	9	15%	4
32	1	-4	2%	0

Three entries drawn at random from those above:
cpd	structure	D1 ag	D2 potentiator	Glioma ERSR ind	RXFP1 agonist	Vif-A3G inh
26	CCCCN(C(=O)C1CSC2(C)CCC(=O)N12)c1c(N)n(Cc2ccccc2)c(=O)[nH]c1=O (centres undefined)	1	5	-7%	1.1%	1%
32	Cc1cc(NC(=O)CSc2nnc(-c3cccc(F)c3)n2N)no1	0	-2	-5%	2.3%	-1%
31	CN1CCN(C(=O)CN(c2cccc(Br)c2)S(=O)(=O)c2ccccc2)CC1	2	6	0%	-1.2%	2%

cpd	RXFP1 antagonist	D1 antagonist	Vif-APOBEC3F blk	D1 potentiator
26	-5	4	2%	-3
32	1	-4	2%	0
31	1	9	15%	4

Further compounds:
cpd	structure	D1 ag	D2 potentiator	Glioma ERSR ind	RXFP1 agonist	Vif-A3G inh
33	Cc1ccc(C(C(=O)NCc2ccccc2)N(Cc2ccco2)C(=O)c2snc(C(N)=O)c2N)o1 (centres undefined)	1	7	0%	3.8%	-6%
34	COc1ccc(Cn2c(C3CC3)nc3ccc(NC(=O)c4cccnc4)cc3c2=O)cc1	2	9	3%	1.9%	-20%
35	CCn1ncc(C2=NOC(C(=O)NCc3ccccc3)C2)c1C (centres undefined)	6	-3	-5%	-0.7%	?
36	Cc1cc(Nc2ccc3c(c2)OCCO3)c2ccccc2n1	0	-13	-5%	-1.2%	2%
37	CNC(=O)c1c(NC(=O)CCS(=O)(=O)c2ccc(C)cc2)sc2c1CCN(C(=O)OC)C2	0	-1	-4%	2.3%	0%
38	O=C(O)c1ccccc1N(Cc1ccccc1)C(=O)COc1ccccc1	2	16	-4%	4.1%	-2%
39	CC(C)(C)Nc1c(-c2cccs2)nc2ccccn12	1	-5	-7%	0.2%	2%
40	COc1ccc(NC(=O)C23CC4CC(C2)CC(n2cnc(Br)n2)(C4)C3)c(C)c1	2	-7	-1%	0.0%	2%

cpd	RXFP1 antagonist	D1 antagonist	Vif-APOBEC3F blk	D1 potentiator
33	-8	-8	6%	-2
34	3	-9	-20%	-6
35	0	-8	-4%	-10
36	3	-21	-17%	-9
37	-8	9	4%	-2
38	3	-2	-10%	-2
39	9	19	-21%	-5
40	-10	7	-2%	1

Remaining list, next part.
cpd	structure	D1 ag	D2 potentiator	Glioma ERSR ind	RXFP1 agonist	Vif-A3G inh
41	Cc1cccc(-[n+]2c(C)cc(C)c3c(=O)[nH]c(=O)[nH]c32)c1	3	-6	-6%	3.2%	0%
42	COc1ccc(-c2nn(-c3ccccc3)cc2/C=C/C(=O)OCC(=O)Nc2ccccc2C#N)cc1	5	1	-1%	8.6%	-10%
43	Cc1ccccc1/C=C/C12NC(=O)CN1c1ccccc1C2(C)C (centres undefined)	1	5	6%	3.2%	-10%
44	N#CCSc1nc2ccccc2c(=O)n1CCCC(=O)NCC1CCCO1 (centres undefined)	2	4	-3%	24%	0%
45	COc1ccc(-c2nc(NC(=O)Cn3ccc(C(F)(F)F)n3)sc2C)cc1	2	-3	-7%	-0.9%	-2%
46	Cc1ccc(-n2ncc3c(=O)n(CC(=O)NCc4ccco4)cnc32)cc1	-1	31*	-4%	5.9%	-18%

cpd	RXFP1 antagonist	D1 antagonist	Vif-APOBEC3F blk	D1 potentiator
41	·	3	-3%	-3
42	17	18	?	0
43	-33	6	-12%	0
44	12	-14	3%	-3
45	-11	-40*	-4%	4
46	-13	3	5%	-2

Source: PubChem BioAssay (National Center for Advancing Translational Sciences (NCATS))
